# MT stabilizer = microtubule stabilizers in HeLa cells, primary screen, imaging, high-content imaging | HeLa tubulin immunostaining HCS, 24 h; share of cells brighter than vehicle mean+2SD | % tubulin-high responders, % at 10 µM | 200,000 tested, 0.83% active;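 active means plate Z-score above 3 for both tubulin-high and condensed-nucleus cell shares, with cell loss under 80%, at 10 µM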;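 further: anti alpha tubulin signal scored within the nucleus-defined area of each cell; some results filed as inactive read as strong as hits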
# Dynein transport = inhibitors of GR-EGFP nuclear translocation, primary screen, dynein cargo transport inhibitor project, imaging, high-content, 3617.4 mouse cells | test concentration mostly 20 µM; stimulated with dexamethasone, 1 µM; hits give low values | z-score, hits read low | 220,000 tested, 0.47% active | AID 1381, 2008;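 active means plate z-score of nuclear minus cytoplasmic receptor signal below a set negative limit, without overly bright fluorescence or cell loss, cut at about -3.5 in these data, passing the limit was not always enough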;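 further: z-score of nuclear minus cytoplasmic ring GR-EGFP intensity difference per well; some compounds called inactive have numbers as strong as hits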
#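 medium = tetracycline-free induction medium containing charcoal-stripped FBS | probe or stimulus = dexamethasone, 1.0 µM final | timing = 48 h induction, then 1 h compound, then 30 min agonist, 37 °C | detection = automated 10x imaging of fixed Hoechst-stained cells | read-out basis = nuclear versus cytoplasmic GR-EGFP signal, averaged per well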
# K1F lysis inhibition = inhibition of K1F phage lysis, E. coli UTI89, bacterial capsule biogenesis inhibitors, alamar blue (AID 488966). 340,000 tested, 0.02% active. one-dose inhibition, % at 100 µM; IC50 in µM for titrated hits. E. coli UTI89 K1F phage lysis, alamar blue, 2 h; higher % means a stronger effect;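 active means phage lysis inhibition, versus mean bacterial control, above a set limit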;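 further: capsule biogenesis inhibitors block K1F phage lysis so surviving cells raise fluorescence; higher fluorescence means more inhibition of phage lysis; actives were called in the ten point dose series up to 300 µM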
# bCat nuc transl = modulators of beta-catenin nuclear translocation, primary screen, imaging, HeLa cells, immunofluorescence, high-content. 190,000 tested, 0.3% active. AID 1665, 2009. nuclear translocation activity, % at 5 µM;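 active means nuclear translocation activity above 50% at 5 µM, with a well cell count of 50 or more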;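 further: per-cell ratio of nuclear to cytoplasmic median beta-catenin stain intensity; plate controls were DMSO negative control for no effect and GSK-3 inhibitor IX positive control for full effect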
#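 Assay system: human HeLa cells, native beta-catenin; doses: 5 µM primary, 0.02–20 µM confirmation; incubation: compound treatment 24 h, 37°C, 5% CO2; technique: fluorescence imaging of beta-catenin antibody stain plus DAPI; measure: % activation, nuclear-to-cytoplasmic median beta-catenin signal ratio per cell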
# Autophagy mod = autophagy modulators in MEF cells, primary screen, imaging, high-content, MEF GFP-LC3; calls only at 10 µM (by protocol); AID 463193, 2010; MEF GFP-LC3 puncta imaging; test concentration mostly 10 µM; 190,000 tested, 0.98% active;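 active means percentage of spot-positive cells more than 3 SD above its plate mean, without a fluorescence outlier flag or 80% toxicity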;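 further: spot-positive cell cutoff set from DMSO-treated cells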
# Insulin prom up = insulin promoter activators in MIN6 cells, imaging, high-content screening, mouse beta cells; MIN6 insulin promoter-GFP reporter; hits give high values; z-score at 5 µM; 190,000 tested, 0.3% active;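 active means z-score above 3 at 5 µM with at least 500 cells counted in the well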
# P. falciparum M17LAP = P. falciparum M17LAP inhibitors, primary screen, biochemical, fluorogenic H-Leu-NHMec substrate, 1536-well (AID 1619); Leucine aminopeptidase (Plasmodium falciparum (isolate 3D7)); recombinant M17LAP, H-Leu-NHMec fluorogenic kinetic assay; higher % means a stronger effect; one-dose inhibition, % at 30 µM; IC50 in µM for titrated hits; 220,000 tested, 0.38% active;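 active means compound inhibiting the enzyme by more than half at any dose during confirmatory dose-response retesting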;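 further: plate controls were full reaction with DMSO carrier for no effect and no enzyme background for full effect; strong numbers were not always called active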
# CSM14.1 death rescue = rescue of cells from ER stress-induced death, primary screen, 384-well, CSM14.1, thapsigargin, ATP luminescence (AID 1222); 190,000 tested, under 10 active; CSM14.1 thapsigargin-induced death rescue, ATP luminescence; higher % means a stronger effect; one-dose cellular ATP content (survival), % at 20 µM; EC50 in µM for titrated hits;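 active means EC50 below 50 µM in the dose-response confirmation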;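 further: death triggered by thapsigargin at about 15 µM added after 2 h compound pretreatment; cell ATP read after overnight thapsigargin exposure of roughly 18 to 22 hours; normalized against plate controls of thapsigargin alone and 5% DMSO vehicle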
# P. falciparum M1AAP = P. falciparum M1AAP inhibitors, biochemical, fluorogenic H-Leu-NHMec substrate, 1536-well (AID 1445). recombinant M1AAP, H-Leu-NHMec fluorogenic kinetic assay; higher % means a stronger effect. inhibition, % at 30 µM, or IC50 in µM where a hit was titrated. 220,000 tested, 0.42% active;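 active means primary inhibition above the hit cutoff, then over 50% inhibition at one or more dose response concentrations, cut at about 23% in these data, passing the limit was not always enough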;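 further: plate controls were DMSO full reaction for no effect and no enzyme background for full effect; strong numbers were not always called active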
# Dynein transport cytoplasmic EGFP = further read-out of Dynein transport, marked with its call; z-score; measured here: cytoplasmic GR-EGFP intensity; hits give high values
# Dynein transport nuclear GR-EGFP = further read-out of Dynein transport, marked with its call; z-score; measured here: nuclear GR-EGFP intensity;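 lower value marks the stronger effect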
# Dynein transport cell count = second read-out of Dynein transport, no call of its own (marks repeat the call); z-score; measured here: cell count per field
# Insulin prom up cell count = also measured in Insulin prom up; calls as there; cell count; measured here: cytotoxicity, nuclei count;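 total cells summed across four imaged fields per well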
# bCat nuc transl cell count 5 µM = further read-out of bCat nuc transl, marked with its call; cell count; measured here: cell count, cytotoxicity flag
# MT stabilizer Hoechst-high % = further read-out of MT stabilizer, marked with its call; % Hoechst-high responders; measured here: nuclear condensation Hoechst responders;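 share of cells brighter than vehicle mean plus two SD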
# MT stabilizer cytotoxicity % = second read-out of MT stabilizer, no call of its own (marks repeat the call); toxicity, %; measured here: cytotoxicity by cell density;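 0% = mean cell density of plate MIN control wells and 100% = no cells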
# Autophagy mod cell loss 18 h = second read-out of Autophagy mod, no call of its own (marks repeat the call); toxicity, %; measured here: cell loss, nuclei count;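 cell loss after 18 h compound exposure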
# Starred values were filed as active, the others as inactive; i = inactive; . = not tested or not shown; [ ] = another dose, or the depositor's remark.
SMILES,MT stabilizer,MT stabilizer Hoechst-high %,MT stabilizer cytotoxicity %,Dynein transport,Dynein transport cytoplasmic EGFP,Dynein transport nuclear GR-EGFP,Dynein transport cell count,K1F lysis inhibition,bCat nuc transl,bCat nuc transl cell count 5 µM,Autophagy mod,Autophagy mod cell loss 18 h,Insulin prom up,Insulin prom up cell count,P. falciparum M17LAP,CSM14.1 death rescue,P. falciparum M1AAP
O=C(CN1CCc2ccccc2C1)Nc1ccc(Br)cc1,3.4,2.2,4.8,0.385,-0.249,0.194,0.588,0.3%,-2.8,1139,i,2.9,-0.16,998,3.9%,1.1%,-2.5%
CC(C)Cn1c2c(c(O)c(C(=O)Nc3nc4ccccc4s3)c1=O)CCCC2,.,.,.,0.281,-0.279,-0.277,0.999,-1.6%,-0.2,1265,.,.,-0.54,1173,-2.7%,.,3.3%
COc1ccc2nc(C)cc(N3CC(C)OC(C)C3)c2c1 (stereo unspecified),5.7,4.5,7.9,1.96,-0.318,0.95,-0.873,0.0%,-2.3,1134,i,14.5,-0.07,1032,6.7%,-0.3%,6.1%
COc1ccc(CN2CCc3ccccc3C2)c(OC)c1,.,.,.,-0.517,-0.231,-0.308,-0.302,0.3%,0.6,1361,.,.,-0.75,1045,4.9%,.,4.4%
O=C(c1cnn2ccccc12)N(Cc1ccco1)C1CCCC1,2.8,4.2,12.2,0.878,-0.145,0.764,-0.187,-0.6%,.,.,i,14.2,-0.03,934,7.4%,-0.7%,2.8%
O=C(/C=C/NCC(=O)c1ccccc1)c1ccc(Br)cc1,2.0,2.9,7.7,-0.792,-0.178,-0.476,0.416,0.0%,-1.0,1176,i,7.8,-0.13,1583,13.9%,-2.6%,2.6%
O=C(NNC(=O)c1cccc(S(=O)(=O)N2CCN(c3ccccc3)CC2)c1)c1ccc(Cl)cc1,2.7,2.3,4.0,0.279,-0.165,0.0328,-0.585,0.8%[50 µM],-1.0,1115,i,7.3,-0.25,1413,14.6%,-0.3%,-1.1%
O=C(CSc1nnnn1-c1cccc2ccccc12)NC(C(=O)O)(c1ccccc1)c1ccccc1,2.1,2.7,3.2,-0.721,-0.246,-0.248,0.879,-0.8%,-2.7,1144,i,18.4,.,.,19.5%,7.4%,23.1%
Cn1c(SCC(=O)Nc2ccc3nc(SCC(=O)N4CCCC4)sc3c2)nnc1-c1ccccc1,3.1,1.2,5.9,0.0597,-0.188,0.335,0.414,.,-0.6,1377,i,14.8,0.13,1242,9.7%,-1.2%,14.4%
CC(C)CC(=O)NC(=S)Nc1cc(C(F)(F)F)ccc1N1CCOCC1,1.0,1.7,9.3,0.745,-0.266,0.317,0.143,2.1%,-2.7,1152,i,42.9,-0.28,1636,4.5%,3.6%,1.3%
N/C(=N\c1nc2ccccc2o1)NC(=O)c1ccccc1Br,.,.,.,0.352,-0.129,0.0874,0.335,0.7%,0.6,1138,.,.,0.12,1421,1.7%,.,7.0%
O=C(Nc1ccc(Oc2ncccn2)cc1)c1ccco1,4.4,2.0,6.4,-0.0383,-0.226,0.0617,0.43,-0.3%,.,.,i,6.4,.,.,-6.2%,.,3.3%
COc1ccc(/C=C/C(=O)C2C(=O)C=C(C)OC2=O)cc1O (stereo unspecified),6.1,0.9,7.0,-0.694,-0.161,-0.478,-0.0506,0.1%,1.1,1117,i,4.6,-0.31,1295,34.8%,-2.6%,13.7%
OC(C#CCN1CCOCC1)(c1ccccc1)C1CCCCC1 (stereo unspecified),2.6,1.8,6.5,-0.557,-0.243,-0.171,1.28,0.4%,-0.5,1176,i,2.0,2.26,1445,-2.5%,-1.8%,11.0%
O=C(CNc1cccc(C(F)(F)F)c1)N/N=C/c1cn(-c2ccccc2)nc1-c1ccccc1,2.4,2.9,6.7,-0.367,-0.327,-0.513,0.566,1.1%,0.6,998,i,-5.2,.,.,-7.8%,-4.8%,6.3%
COC(=O)c1[nH]c2ccc(F)cc2c1NC(=O)CCN1CCN(C(=O)c2ccco2)CC1,2.5,2.0,8.5,0.319,-0.217,0.291,0.485,.,3.0,890,i,18.2,0.04,1193,-0.2%,.,2.9%
CC(=O)c1ccc(NC(=O)C(C)n2c3ccccc3c3nc(=O)cc(C)n32)cc1 (stereo unspecified),.,.,.,1.12,-0.25,1.07,-0.571,0.1%,1.1,1328,.,.,0.85,983,.,.,.
O=C(CN(Cc1ccccc1)S(=O)(=O)c1ccc(Br)cc1)NCc1ccco1,1.8,0.9,8.3,-0.282,-0.0144,-0.0163,0.865,-2.2%,.,.,i,-1.3,0.16,793,-7.9%,0.1%,-3.7%
NS(=O)(=O)c1ccc(CCNC(=O)CNC(=O)C2CCCCC2)cc1,3.4,4.0,5.0,0.3,-0.228,0.468,0.28,0.1%,-2.6,1437,i,4.0,0.87,1317,0.9%,-2.0%,-2.6%
Cc1cc(C)n2nc(SCc3nnc(SCCCCl)o3)nc2n1,2.2,1.7,9.4,0.895,-0.218,1.06,0.0641,5.7%,14.8,1160,i,12.2,0.43,1660,8.6%,-2.3%,5.4%
CCOC(=O)Cn1c(=O)n(Cc2ccco2)c(=O)c2ccc(C(=O)NC3CCCC3)cc21,2.0,5.3,6.8,-0.483,-0.0928,0.0153,0.912,0.4%,-6.5,1168,i,5.9,0.01,1026,-6.1%,0.7%,2.0%
CC(=O)Nc1ccc(CN2CCN(CCc3ccccc3)C(CCO)C2)cc1 (stereo unspecified),4.4,2.0,5.3,-0.371,-0.327,0.0547,0.414,0.7%,0.6,996,i,16.6,-0.37,1517,0.0%,-1.0%,-1.1%
CC(C)C(NS(=O)(=O)c1cccs1)C(=O)NCc1ccccc1Cl (stereo unspecified),1.8,1.6,6.1,1,-0.152,0.661,-1.43,-0.6%,-2.1,1143,i,-35.7,0.04,921,-4.6%,-6.4%,1.1%
Cc1nc2ncnn2c(C)c1CCC(=O)NC(C)c1ccc2c(c1)OCCO2 (stereo unspecified),4.0,2.2,5.5,-0.171,-0.219,-0.102,0.898,0.1%,.,.,i,10.7,.,.,-6.5%,-0.3%,-2.6%
CN(C[C@H](Cc1ccccc1)N(C[C@@H](CC1CCCCC1)N(CCc1ccccc1)N=O)N=O)N=O,4.0,2.3,1.4,0.26,-0.218,0.471,-0.941,0.6%,-1.7,1215,i,-1.1,-0.51,1502,-2.5%,-1.9%,4.1%
COc1ccc(CCNC(=O)c2oc3ccc(S(=O)(=O)N4CCOCC4)cc3c2C)cc1OC,2.8,1.9,8.6,0.133,-0.201,0.549,0.239,0.1%,-1.1,1340,i,-18.0,-0.77,1673,3.9%,0.2%,-3.1%
CCOC(=O)c1cnc2c(-c3ccc(Cl)cc3)c(C)nn2c1N,2.8,2.7,3.0,0.656,-0.251,0.669,-0.347,-0.1%,-2.9,594,i,3.7,-0.72,1169,34.4%,-2.8%,1.2%
COc1ccc(Cl)cc1NC(=O)NCCN1CCCCC1,5.5,2.7,21.9,0.48,-0.279,0.925,-0.187,0.2%,-7.7,1109,i,9.5,0.13,1530,6.8%,-1.6%,4.8%
CNC(=O)CC(C(=O)O)c1ccc(OC(C)C)cc1 (stereo unspecified),1.7,1.8,7.5,2.4,-0.134,1.62,-1.3,1.7%,.,.,i,30.1,0.94,871,-1.2%,-1.1%,7.7%
Cc1cc(NC(=O)c2cc3ncc(Br)cn3n2)no1,3.5,2.7,6.8,-0.443,-0.188,-0.149,0.378,0.1%,-0.5,1037,i,2.9,0.12,1317,-7.0%,-1.9%,1.9%
O=C(NCCc1c[nH]c2ccccc12)c1cc2sccc2n1Cc1ccccc1,4.0,3.4,4.9,-0.532,0.384,-0.00623,0.312,0.3%,-4.9,1106,i,2.0,0.24,831,4.7%,0.7%,6.6%
Cc1ccc(NC(=O)CNc2cccc(C)c2C)c(C)c1,2.9,2.2,6.0,-0.395,0.00201,-0.236,1.09,-0.7%,0.0,984,i,-4.9,-0.92,1246,3.1%,-1.6%,6.2%
CC(=O)c1cccc(CN2CCN(Cc3ccccc3)C(CCO)C2)c1 (stereo unspecified),9.8,0.8,8.0,-0.242,-0.245,-0.367,0.505,0.1%,0.6,1528,i,-7.1,0.01,1439,2.9%,-0.3%,6.8%
O=C1C(Cl)=C(NC2CCCCC2)C(=O)N1c1ccc(Cl)cc1,2.3,1.9,4.5,0.13,-0.265,1.22,-0.0406,2.0%,-0.5,543,i,-52.2,0.15,1251,-4.7%,-1.0%,2.5%
CCOc1ccc2[nH]c(=O)c(CN(Cc3cccs3)Cc3nnnn3C(C)(C)CC)cc2c1,46.2,11.1,51.6,-0.236,-0.184,-0.00245,0.307,6.4%,1.0,1192,i,25.8,-1.31,1180,14.9%,-0.5%,5.1%
CCn1cc(CNC(=O)c2cc(-c3ccccc3OC)nc3ccccc23)c(C)n1,2.4,2.1,8.7,-0.211,-0.205,0.327,-0.274,1.9%,-0.3,1443,i,11.6,0.08,1553,4.1%,-1.2%,5.9%

# Screening results deposited in PubChem BioAssay by several laboratories.
